Pol eta inh = blocks human DNA polymerase eta activity; Q9Y253; Potency, µM (series often up to 114 µM), without a hit: at the top dose activity change, negative = inhibition, most hits filed as inhibitors; hit rate 1.2% among 390,000; recombinant Pol eta, fluorescent DNA replication assay; also: potency is read from the fitted curve at half-maximal effect; % is scaled to controls: 0 for no effect and ±100 for the full control effect
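Fluorescent replication assay: 50 nM final substrate added after a 15 min room-temperature compound preincubation with 10 nM enzyme. Signal taken at 0 min and again at 10 min.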
HP1b binding inh = blocks HP1-beta chromodomain binding to methylated histone tails; AlphaScreen HP1-beta / biotin-H3K9me3 peptide binding; Potency, µM (series often up to 114 µM), for the others: top-dose activity change, negative = inhibition, usual class: inhibitors; hit rate 0.56% among 390,000; also: potency is read from the fitted curve at half-maximal effect; nearly all actives have a fitted effect of over 70% in size; inactives centre near 23
Target sequence (P83916 whole entry, looked up): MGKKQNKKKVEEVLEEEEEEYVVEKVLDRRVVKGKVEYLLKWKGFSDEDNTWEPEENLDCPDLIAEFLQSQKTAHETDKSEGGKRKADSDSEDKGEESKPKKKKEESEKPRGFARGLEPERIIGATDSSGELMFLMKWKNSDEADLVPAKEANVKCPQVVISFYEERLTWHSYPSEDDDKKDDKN
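AlphaScreen: HP1-beta (50 nM) preformed 30 min with biotin-H3(1-18)K9me3 peptide (50 nM) in PBS pH 7.4, 0.01% Tween-20. Compound added for 30 min at RT, then streptavidin donor/nickel chelate acceptor beads (10 ug/mL) for 30 min.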
GLS inhibitor = blocks human kidney-isoform glutaminase activity; O94925; GLS enzymatic activity, qHTS titration; Potency, µM (top dose mostly 45.5 µM), for inactives: at the top dose activity change, negative = inhibition, usual class: inhibitors; hit rate 0.21% among 410,000; AID 624170; also: potency is read from the fitted curve at half-maximal effect; % is scaled to controls: 0 for no effect and ±100 for the full control effect
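Human kidney-isoform GLS in 45 mM KH2PO4 pH 8.2, 0.02% Tween-20, with compound, started with 1mM L-Glutamine (added stock). Glutamate oxidase/HRP/Amplex red coupled fluorescence read at start and after 30 min at RT.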
Pin1 inhibitor = human Pin1 inhibition. Q13526. Pin1 FP peptide displacement, HiFluor488, 10 min. Potency, µM (titrated, usually from 115 µM), for inactives: top-dose activity, negative = inhibition, usual class: inhibitors. hit rate 0.009% among 390,000. AID 504891; active = well fitted inhibition curve with a large enough effect in the polarisation, with a control signal flat, not every such curve was filed as active; inconclusive = small, poorly fitted or top-dose-only effect, or effect the other way, or a change in a side signal; inactive = no such curve, though single readings can be large or run the other way; the % refers to the polarisation; also: potency is read from the fitted curve at half-maximal effect; % is scaled to controls: 0 for no effect and ±100 for the full control effect
Target sequence (Q13526 whole entry, looked up): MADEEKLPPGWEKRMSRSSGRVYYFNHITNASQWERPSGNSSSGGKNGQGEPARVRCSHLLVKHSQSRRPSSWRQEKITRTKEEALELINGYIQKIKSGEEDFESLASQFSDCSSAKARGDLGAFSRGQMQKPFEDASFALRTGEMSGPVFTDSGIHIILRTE
PI4K2A inh = inhibitors of human PI4K2A; Q9BTU6; purified PI4K2A, ADP-Glo luminescence, 1 h; hits give low values; activity change, negative = inhibition, % at 76.9 µM; hit rate 0.13% among 420,000; in the data active = activity change below about -50%; inconclusive = mostly about -30% to -49%;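 also: -100% = wells without enzyme as full effect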
Target sequence (Q9BTU6 whole entry, looked up): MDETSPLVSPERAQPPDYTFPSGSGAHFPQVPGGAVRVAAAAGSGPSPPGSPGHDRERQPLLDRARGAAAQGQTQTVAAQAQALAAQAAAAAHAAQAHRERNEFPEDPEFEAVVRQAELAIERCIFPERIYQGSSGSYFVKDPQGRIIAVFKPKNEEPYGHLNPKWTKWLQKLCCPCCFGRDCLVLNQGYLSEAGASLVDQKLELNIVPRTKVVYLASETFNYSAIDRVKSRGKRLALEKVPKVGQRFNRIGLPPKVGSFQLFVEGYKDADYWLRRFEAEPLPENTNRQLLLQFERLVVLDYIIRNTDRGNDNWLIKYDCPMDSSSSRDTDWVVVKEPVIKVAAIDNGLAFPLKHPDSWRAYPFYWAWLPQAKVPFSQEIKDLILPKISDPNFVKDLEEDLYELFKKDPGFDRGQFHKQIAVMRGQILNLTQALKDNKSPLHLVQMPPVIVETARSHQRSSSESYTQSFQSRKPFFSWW
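Compounds are screened against recombinant PI4K2A using PI as substrate and ATP, the latter dispensed at 300 microM. Reactions run one hour at ambient temperature before ADP-Glo detection; full inhibition defined by wells lacking enzyme.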
G9a block = inhibitors of human histone lysine methyltransferase G9a | Q96KQ7 | G9a H3K9 monomethylation, AlphaScreen, 2 h | Potency, µM (doses to about 102 µM), without a hit: at the top dose activity, negative = inhibition, hits mostly inhibitors | hit rate 8.8% among 350,000 | AID 504332; also: potency is read from the fitted curve at half-maximal effect; % is scaled to controls: 0 for no effect and ±100 for the full control effect; nearly all actives have a fitted effect of over 75% in size
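AlphaScreen detection with an anti-monomethyl H3K9 antibody quantified product after a 2 h room-temperature reaction containing 500 nM biotinylated H3K9 peptide, 20 µM SAM and 20 nM enzyme, which had been preincubated 15 min with compound.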
PGK inhibitor = T. brucei PGK inhibition | P07378 | PGK/GAPDH coupled, Kinase-Glo luminescence, 60 min | Potency, µM (series often up to 57.5 µM), without a hit: top-dose activity change, negative = inhibition, most hits filed as inhibitors | hit rate 0.043% among 380,000; also: potency is read from the fitted curve at half-maximal effect; % is scaled to controls: 0 for no effect and ±100 for the full control effect; nearly all actives have a fitted effect of over 60% in size
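Luminescent ATP detection (Kinase-Glo Plus) follows a 60-minute room-temperature incubation, with wells lacking PGK as controls. Buffer: 100 mM TEA (pH 7.6), 5 mM MgCl2, 0.01% Tween-20. Coupling enzyme GAPDH (100 nM final) supplies unstable 1,3-BPG in-well.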
BAZ2B block = blocks human BAZ2B | AlphaScreen BAZ2B-H3K14Ac peptide displacement | Potency, µM (highest dose often 114 µM), for inactives: at the top dose activity change, negative = inhibition, actives largely listed as inhibitors | hit rate 4.4% among 360,000; also: potency is read from the fitted curve at half-maximal effect; % is scaled to controls: 0 for no effect and ±100 for the full control effect; nearly all actives have a fitted effect of over 60% in size
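BAZ2B 50 nM plus b-H3(5-23)K14Ac 50 nM, PBS pH 7.4/0.01% Tween-20, 30 min RT; compound added (max 110 uM), 30 min RT; streptavidin donor/Ni-chelate acceptor beads 10 ug/mL final, 20 min dark; AlphaScreen read.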
JMJD2A Tudor = JMJD2A Tudor domain (human) inhibition. O75164. AlphaScreen JMJD2A-Tudor / H3K4me3 peptide binding. Potency, µM (doses to about 114 µM), for inactives: top-dose activity change, negative = inhibition, usual class: inhibitors. hit rate 4.4% among 390,000; also: potency is read from the fitted curve at half-maximal effect; % is scaled to controls: 0 for no effect and ±100 for the full control effect; nearly all actives have a fitted effect of over 50% in size
Numbers without * were called inactive; i = inactive; ? = inconclusive; nt = not tested or not shown; & = joins results of further samples; [ ] = remark or other dose. Unless noted, calls follow the shape of the dose curve; as a rule, active = well fitted curve in the direction sought with a large enough effect; inconclusive = small, poorly fitted or top-dose-only effect, or another doubt; inactive = no such curve, though single readings can be large; an effect the other way counts as inactive or inconclusive. These rows are one share of the data; the hit share may differ from the screen's.

SMILES	Pol eta inh	HP1b binding inh	GLS inhibitor	Pin1 inhibitor	PI4K2A inh	G9a block	PGK inhibitor	BAZ2B block	JMJD2A Tudor
CC(CC(=O)Nc1ccc(Cl)c(S(=O)(=O)N2CCOCC2)c1)c1ccccc1 (centres undefined)	-21%	34%	3%	7%	1	-3%	i	2%	-3%
Oc1[nH]c2ccccc2c1/C=N/c1nccs1	-22%	26%	-2%	?	1	?	-7%	-30%	-16%[11.4 µM]
CCC(O)CC(C(=O)NNc1ccccc1)C(=O)NNc1ccccc1 (centres undefined)	-16%	?	-7%	-11%	0	7.9µM*	i	-2%	-16%
CCC(C)C(NC(=O)c1ccccc1NC(=O)c1ccco1)C(=O)NNC(=O)c1ccncc1 (centres undefined)	-2%	36%	-27%	-2%	-5	-1%	1%	-3%	-10%
CN(CC(=O)N1CCC(C(N)=O)CC1)S(=O)(=O)c1ccc2ccccc2c1	-2%	32%	7%	-8%	4	-11%	-4%	-16%	-2%
CC1CC(C)CN(C(=O)c2ccc(S(=O)(=O)N3CC(C)CC(C)C3)cc2)C1 (centres undefined)	-10%	16%	-1%	2%	1	0%	-8%	-1%	-14%
CC(=O)c1cccc(OCC(=O)Nc2cc(Cl)ccc2-n2cncn2)c1	-14%	8%	3%	-5%	0	-3%	-8%	9%	-11%
O=C(Nc1cc(-c2nc3ccccc3o2)ccc1Cl)c1ccc(Br)o1	-12%	12%	5%	?	3	4%[59 µM]	5%	2%	3%
COc1ccc(NC(=O)C(OC(=O)c2cnccn2)c2ccccc2)cc1Cl (centres undefined)	6%	20%	9%	-4%	-4	10%	-11%	-34%	-18%
COc1ccc(-n2cnc3sc4c(c3c2=O)CCCC4)cc1	-10%	42%[activator]	-21%	1%	0	0%	-3%	-12%	4%
COc1ccc(NC(=O)c2ccco2)cc1NC(=O)c1cc(Cl)ccc1OC	89µM*	20%	1%	?	0	-2%[59 µM]	-1%	1%	-35%
CCNC(=S)N1CCCC(c2nc3ccc(C)cc3[nH]2)C1 (centres undefined)	-17%	14%	-1%	2%	2	3%	1%	-12%	-16%
C[C@@H]1CN([C@H](C)CO)C(=O)c2cc(NC(=O)Cc3cn(C)c4ccccc34)ccc2O[C@H]1CN(C)S(=O)(=O)c1ccc(F)cc1	-6%	13%	2%	43%[activator]	-3	nt	4%	nt	-28%
Cc1cc(C)nc(N/N=C/c2cccc3ccccc23)n1	-9%	22%	10%	2%	-5	11%[59 µM]	1%	-34%	-18%
CC1Cc2ccccc2N1C(=O)COC(=O)c1n[nH]c(=O)c2ccccc12 (centres undefined)	-10%	20%	2%	1%	5	-6%[12.7 µM]	-2%	9%	-18%

A draw from above in order of SMILES length, smallest number first:
SMILES	Pol eta inh	HP1b binding inh	GLS inhibitor	Pin1 inhibitor	PI4K2A inh	G9a block	PGK inhibitor	BAZ2B block	JMJD2A Tudor
CCC(O)CC(C(=O)NNc1ccccc1)C(=O)NNc1ccccc1 (centres undefined)	-16%	?	-7%	-11%	0	7.9µM*	i	-2%	-16%
CC1Cc2ccccc2N1C(=O)COC(=O)c1n[nH]c(=O)c2ccccc12 (centres undefined)	-10%	20%	2%	1%	5	-6%[12.7 µM]	-2%	9%	-18%
CC(CC(=O)Nc1ccc(Cl)c(S(=O)(=O)N2CCOCC2)c1)c1ccccc1 (centres undefined)	-21%	34%	3%	7%	1	-3%	i	2%	-3%

(more compounds)
SMILES	Pol eta inh	HP1b binding inh	GLS inhibitor	Pin1 inhibitor	PI4K2A inh	G9a block	PGK inhibitor	BAZ2B block	JMJD2A Tudor
Cc1cc(NS(=O)(=O)c2ccc(NC(=O)c3cccc(OC(F)F)c3)cc2)nc(C)n1	-6%	24%	0%	-7%	0	-10%	-8%	-20%	-3%
C=C(C)C1CC=C(C)/C(=N/NC(=O)c2cccc([N+](=O)[O-])c2)C1 (centres undefined)	-25%	50%[activator]	-2%	-2%	0	-47%	-12%	-6%	-3%[57.1 µM]
O=c1c2sc3ccccc3c2n(Cc2cccc(F)c2)c(=O)n1CCc1ccccc1	-2%	48%[activator]	-1%	0%	-2	-2%[59 µM]	i	5%	7%
COc1ccccc1NC(=O)CN1C(=O)NC2(CCCCCCC2)C1=O	-19%	8%	18%	-1%	6	-18%	-10%	?	-14%
CCOCCCNC(=O)C(NC(=O)CNC(=O)c1ccccc1)c1ccccc1 (centres undefined)	3%	11%	0%	-1%	4	-42%[59 µM]	9%	3%	5%
C/C(=N/NC(=O)CNC(=O)c1ccccn1)c1ccccc1	-10%	39%[activator]	-1%	0%	-6	?	nt	-27%	-7%
CC(C)Cn1c(SCC(=O)c2c(N)n(C)c(=O)n(C)c2=O)nc2ccccc21	?	39%	3%	1%	-18	-2%	i	11%	-7%
C/C(=N\NC(=O)COc1ccc(C(C)(C)C)cc1)c1cc2ccccc2o1	-17%	23%	-2%	7%	2	21%[59 µM]	1%	?	-22%
Cc1ccc2nc(NCc3ccccc3)c3nnnn3c2c1	9%	57%[activator]	-5%	-3%	-16	9%[59 µM]	-9%	?	3%
Cc1noc(C)c1COC(=O)/C=C/c1ccc(Cl)cc1	-14%	51%[activator]	-14%	-12%	-3	92%[activator]	-1%	68%[activator]	?
COc1cccc(-c2nc(-c3ccncc3)no2)c1	-18%	71%[activator]	-18%	-2%	-7	43%[activator]	-7%	-6%	-2%
CCCCCCn1c(N2CCC(C)CC2)nc2c1c(=O)[nH]c(=O)n2C	-7%	17%	5%	-5%	-15	-4%	i	-27%	-28%
Fc1cccc(CO/N=C/c2c(-c3ccccc3)nc3ccc(Cl)cn23)c1	-2%	54%[activator]	-2%	0%	5	nt	-2%	12%	48%[activator]
CSc1c(CC(=O)NCCO)n(C)c2ccccc12	-3%	26%	30%	-2%	-1	3%[59 µM]	6%	11%	-12%
O=C1CSC(=S)N1c1ccc(Cl)c(Cl)c1	-1%	-8%	2%	33%[activator]	1	-8%	i	-7%	-8%
Cc1ccc([C@@H]2[C@@H]3C(=O)N(C)C(=O)[C@@H]3[C@]3(C)C(=O)N(Cc4ccc(-c5ccccc5)cc4)CC(=O)N23)o1	-21%	33%	2%	0%	-2	?	-3%	-7%	-16%
COc1cc(NC(=O)c2cc(-c3ccc4c(c3)OCO4)on2)cc(OC)c1OC	-9%&-7%	67%&73%[activator]	?	5%&25%	-1&-7	-17%	2%&-1%	-4%&-17%	-9%&-32%
Cc1ccn2c(-c3csc(NCc4ccco4)n3)c(C)nc2c1	3%	-30%	60%[activator]	-2%	-3	45µM*	-10%	?	100µM*
O=C(NCCN1CCOCC1)C1CCC(=O)N1Cc1ccccc1Cl (centres undefined)	-14%	18%	2%	-2%	-3	25%[59 µM]	1%	-4%	-10%
CCN(CC)CCOC(=O)c1ccc(NC(=O)c2cc3c(=O)n(CC)c4ccccc4c3s2)cc1	-6%	25%	-18%	28%	3	?	i	-9%	-24%
Cc1ccc(NC(=O)CCC(=O)Nc2nnc(C3CCCCC3)s2)cc1	6%	22%	-8%	-5%	1	?	-1%	9%	-3%
Cn1c(C(=O)N2CCN(Cc3ccc4c(c3)OCO4)CC2)cc2c(=O)n(C)c3ccccc3c21	-11%	20%	-1%	-2%	11	-25%	-4%	-9%	?
CC(C)c1ccc(N=C2N=C(N)c3ccccc32)cc1	-20%	3%	1%	-10%	2	nt	-1%	?	-35%
O=C(O)c1cccc(N2C(=O)/C(=C/c3ccc([N+](=O)[O-])cc3)C=C2c2ccccc2)c1	-14%	-26%	-4%	?	-4	16µM*	nt	40µM*	25µM*
Cc1ccc2c(c1)c(=O)c1ccccc1n2CCCC(=O)Nc1ccc(F)cc1F	-4%	25%	-2%	5%	-3	-7%[59 µM]	10%	-3%	21%
Cc1ccc2c(=O)cc(C(=O)Nc3ccc(S(=O)(=O)N(C)Cc4ccccc4)cc3)oc2c1	-14%	11%	1%	-6%	-3	4%[59 µM]	1%	-2%	-10%
Cc1cc2nccc(-c3ccncc3)n2n1	-17%	47%[activator]	-6%	-1%	-3	5%	-12%	-12%	-4%
NS(=O)(=O)c1cc(C(=O)OCC(=O)Nc2ccc(Cl)cc2[N+](=O)[O-])ccc1Cl	-11%	0%	4%	-3%	1	-3%	0%	-26%	-18%
COc1ccccc1CN1CCNC(=O)C1CC(=O)NCc1c(C)n[nH]c1C (centres undefined)	-15%	-5%	3%	-8%	-3	167%[activator]	-1%	48%[activator]	-27%
Cc1ccc(NC(=O)Nc2nnc(Cc3ccc([N+](=O)[O-])cc3)s2)cc1	?	14%	7%	1%	0	-4%[59 µM]	-1%	-19%	-14%
Cc1ccc2c(c1)-c1c(cnn1CC(=O)NC(C)CCc1ccco1)CO2 (centres undefined)	?	3%	-3%	17%	-14	45µM*	-9%	-32%	-28%
C1=Cc2ccccc2Nc2ccccc21	4%	14%	-13%	-6%	2	?	2%	?	?
COc1ccc(S(=O)(=O)N2CCN(Cc3cc(OC)c(O)c(OC)c3)CC2)cc1	5%	?	12%	-14%	3	7.1µM*	i	50µM*	22µM*
O=C(CSC1=NNC(c2ccccn2)S1)Nc1ccccc1 (centres undefined)	-9%	42%[activator]	11%	0%	-12	?	i	5.6µM*	6.3µM*
Cc1ccc(NC(=O)c2ccccc2Cl)cc1-n1cnnn1	-21%	27%	-7%	-5%	4	-1%	i	-14%	4%
CCn1c(NC(=O)/C=C/c2ccc(F)cc2)nc2ccccc21	-7%	-1%	-9%	-6%	3	42%[activator]	-10%	2%	-30%
CCOCCCn1c(=S)[nH]c2ncccc2c1=O	-13%	55%[activator]	15%	-1%	4	56µM*	7%	-13%	22µM*
COc1ccc(CCC(=O)Nc2cccc(S(=O)(=O)N3CCCCCC3)c2)cc1OC	-19%	-9%	-2%	-3%	2	6%[2.33 µM]	-1%	-33%	?

Assay outcomes as filed in PubChem.
